# LYPLA1 counter = counter-screen for PME1 inhibitors: inhibitors of human LYPLA1; inhibition, % at 5.9 µM; O75608; recombinant LYPLA1, FP-Rh probe fluorescence polarization; 0.16% of 320,000 active;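 active = inhibition above the mean of all tested compounds plus 3 SD, set per campaign, cut at about 14% in these data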;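 also: inhibitors block serine hydrolase probe labeling of LYPLA1 so polarization falls; 0% = enzyme with DMSO and 100% = wells lacking LYPLA1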
# pPAFAH FP inh = inhibitors of human plasma PAF acetylhydrolase (pPAFAH); Q13093; recombinant pPAFAH, FP-rhodamine probe fluorescence polarization; 1.5% of 330,000 active; AID 463082; inhibition, % at 3.39 µM;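 active = inhibition above the mean inhibition across the screen plus 3 SD, cut at about 25% in these data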;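 also: inhibitors block binding of the rhodamine activity-based probe so polarization drops; 0% = enzyme with DMSO and 100% = wells lacking pPAFAH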
# Target sequence (Q13093 whole entry, looked up): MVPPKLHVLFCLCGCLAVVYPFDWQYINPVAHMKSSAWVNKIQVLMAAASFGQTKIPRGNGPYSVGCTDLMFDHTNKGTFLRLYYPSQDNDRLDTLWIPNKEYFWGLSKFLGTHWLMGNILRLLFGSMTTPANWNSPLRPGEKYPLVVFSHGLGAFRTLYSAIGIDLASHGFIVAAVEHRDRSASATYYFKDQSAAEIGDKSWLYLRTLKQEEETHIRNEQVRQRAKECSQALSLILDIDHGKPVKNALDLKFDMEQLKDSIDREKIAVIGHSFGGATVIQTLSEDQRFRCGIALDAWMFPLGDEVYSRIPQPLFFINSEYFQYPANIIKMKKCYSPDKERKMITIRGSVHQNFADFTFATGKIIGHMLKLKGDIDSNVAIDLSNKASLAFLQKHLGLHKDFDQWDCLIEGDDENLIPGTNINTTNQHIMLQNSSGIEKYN
# PAFAH2 inh = inhibitors of human PAFAH2 | Q99487 | recombinant PAFAH2, FP-rhodamine activity probe, fluorescence polarization | inhibition, % at 3.39 µM | 0.99% of 340,000 active;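 active = inhibition above the mean over all tested compounds plus 3 SD, cut at about 30% in these data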;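 also: inhibitors block probe labeling of enzyme so polarization drops; 0% = enzyme with DMSO and 100% = wells lacking PAFAH2 protein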
# LYPLA2 inh = counter-screen for PME1 inhibitors: inhibitors of human LYPLA2; recombinant LYPLA2, FP-Rh probe fluorescence polarization; inhibition, % at 5.9 µM; 0.38% of 320,000 active;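 active = inhibition above the screen-wide mean plus 3 SD, limit set per campaign, cut at about 26% in these data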;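 also: 0% = LYPLA2 with DMSO and 100% = wells lacking LYPLA2 enzyme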
# PME-1 inh = blocks human protein phosphatase methylesterase 1; recombinant PME-1, FP-Rh probe fluorescence polarization; inhibition, % at 5.9 µM; 0.53% of 320,000 active; AID 2130;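 active = inhibition above the campaign mean of all compounds plus 3 SD, cut at about 26% in these data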;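 also: competitive labeling of PME-1 active site by serine hydrolase directed probe; 0% = PME-1 with DMSO and 100% = wells lacking PME-1 enzyme; inhibitors block probe labeling so polarization falls and inhibition rises; many of its hits are not listed in these tables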
# PAFAH1B3 FP inh = blocks human PAF acetylhydrolase 1B catalytic subunit 3. Q15102. recombinant PAFAH1B3, FP-rhodamine probe, fluorescence polarization. inhibition, % at 3.39 µM. 0.28% of 340,000 active. AID 492972;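 active = inhibition above the screen-wide average of all tested compounds plus 3 SD, cut at about 25% in these data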;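 also: 0% = enzyme with DMSO only and 100% = wells lacking PAFAH1B3 protein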
# Target sequence (Q15102 whole entry, looked up): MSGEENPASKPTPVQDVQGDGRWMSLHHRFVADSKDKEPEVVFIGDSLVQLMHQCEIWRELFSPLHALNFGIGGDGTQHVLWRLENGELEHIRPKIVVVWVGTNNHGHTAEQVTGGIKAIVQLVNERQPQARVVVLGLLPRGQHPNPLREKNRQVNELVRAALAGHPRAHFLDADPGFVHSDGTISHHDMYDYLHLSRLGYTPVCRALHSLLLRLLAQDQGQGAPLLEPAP
# GSTO1 inh = GSTO1 inhibition, counter-screen for RBBP9 inhibitors; AID 1974; 1.1% of 300,000 active; P78417; recombinant GSTO1, activity-based probe fluorescence polarization; inhibition, % at 5.96 µM;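 active = inhibition above the campaign mean inhibition plus 3 SD, cut at about 35% in these data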;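 also: 0% = GSTO1-1 with DMSO and 100% = wells lacking GSTO1-1 enzyme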
# Target sequence (P78417 whole entry, looked up): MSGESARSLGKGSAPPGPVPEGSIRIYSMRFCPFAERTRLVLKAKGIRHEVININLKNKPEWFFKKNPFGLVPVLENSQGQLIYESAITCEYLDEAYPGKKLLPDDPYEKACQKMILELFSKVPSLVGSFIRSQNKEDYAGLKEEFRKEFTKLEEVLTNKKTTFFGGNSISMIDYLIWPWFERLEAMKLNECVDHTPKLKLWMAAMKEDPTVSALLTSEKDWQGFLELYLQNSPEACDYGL
# PAD4 FP inh = inhibitors of human PAD4; Q9UM07; recombinant PAD4, RCA probe fluorescence polarization; inhibition, % at 6.36 µM; 0.41% of 330,000 active; AID 485272;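 active = percent inhibition above a cutoff equal to the mean of all tested compounds plus 3 SD, cut at about 15% in these data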;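 also: 0% = PAD4 with RCA probe and DMSO and 100% = probe without PAD4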
# PAFAH1B2 FP inh = blocks human PAF acetylhydrolase 1b catalytic subunit 2; inhibition, % at 3.39 µM; AID 492953; 1.2% of 340,000 active; P68402; recombinant PAFAH1B2, FP-rhodamine activity probe, fluorescence polarization;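 active = inhibition above the mean of all tested compounds plus 3 SD, cut at about 24% in these data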;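 also: 0% = enzyme with DMSO and 100% = wells lacking PAFAH1B2; many of its hits are not listed in these tables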
# Starred values were filed as active, the others as inactive; nt = not tested or not shown; & = joins results of further samples.
SMILES,LYPLA1 counter,pPAFAH FP inh,PAFAH2 inh,LYPLA2 inh,PME-1 inh,PAFAH1B3 FP inh,GSTO1 inh,PAD4 FP inh,PAFAH1B2 FP inh
COC(=O)CCCC1=CC2=CC(=O)C(C)(OC(=O)c3cccs3)C(=O)C2=CN1C1CCCCC1 (configuration not stated),3,0,2,12,1,-5,32,7,5
Cc1ccccc1N/C=C/C(=C(C#N)C#N)N(C)C,4,-4,5,3,-4,3,1,3,-2
COc1ccccc1NS(=O)(=O)c1ccc(O)c(C(N)=O)c1,-1,5,-5,2,5,9,-6,0,-3
O=C(NC(=S)NCC1CCCO1)c1ccc(Br)o1 (configuration not stated),-1,0,-2,1,-1,-1,-2,1,-2
Cc1ccc(C(=O)CC2(O)C(=O)N(CN3CCOCC3)c3ccccc32)cc1 (configuration not stated),-2,3,-6,6,-3,-4,-10,-7,-2
CN(C)CCN1C(=O)c2oc3ccc(F)cc3c(=O)c2C1c1ccncc1 (configuration not stated),2,6,-7,4,0,-7,-1,-2,1
COCCOC(=O)C1=C(C)NC(=O)NC1c1ccco1 (configuration not stated),4,4,nt,5,2,nt,7,1,nt
OCCN1CCN(CC#CCC(c2ccccc2)c2ccccc2)CC1,-2,1,-2,-3,2,2,-2,3,7
CCc1ccc(-c2nc(C)c(CCO)c(=O)[nH]2)cc1,-2,3,2,4,-2,3,3,-5,4
CCc1ccc(CCC(=O)Nc2sc(C)c(C)c2C(=O)OC)o1,-2,-7,0,0,-2,7,2,2,2

# Reprinted from the listing for reference:
SMILES,LYPLA1 counter,pPAFAH FP inh,PAFAH2 inh,LYPLA2 inh,PME-1 inh,PAFAH1B3 FP inh,GSTO1 inh,PAD4 FP inh,PAFAH1B2 FP inh
COC(=O)CCCC1=CC2=CC(=O)C(C)(OC(=O)c3cccs3)C(=O)C2=CN1C1CCCCC1 (configuration not stated),3,0,2,12,1,-5,32,7,5
Cc1ccccc1N/C=C/C(=C(C#N)C#N)N(C)C,4,-4,5,3,-4,3,1,3,-2

# Next entries follow:
SMILES,LYPLA1 counter,pPAFAH FP inh,PAFAH2 inh,LYPLA2 inh,PME-1 inh,PAFAH1B3 FP inh,GSTO1 inh,PAD4 FP inh,PAFAH1B2 FP inh
c1ccc(-c2cc3cc4c(cc3cn2)OCO4)cc1,nt,13,-3,nt,nt,12,nt,-2,-1
CC(C)N(Cc1nccn1C)C(=O)c1cc(COc2cccc(C(F)(F)F)c2)on1,0,4,-1,7,1,8,-4,-3,5
O=C(Cn1nc(-c2ccc(Cl)cc2)ccc1=O)NCCCN1CCN(Cc2ccccc2)CC1,-3,5,-4,-1,2,8,1,0,0
CCOC(=O)C1=C(C)N=c2s/c(=C/c3cccc([N+](=O)[O-])c3O)c(=O)n2C1c1ccc(OC)cc1OC (configuration not stated),-2,21,13,-12,-13,15,1,-10,-1
CC(C)c1ccc(NC(=O)N2CCN(S(=O)(=O)c3ccccc3)CC2)cc1,-3,-5,2,-6,0,-1,-4,-1,6
COCC(=O)N(Cc1cc2ccccc2[nH]c1=O)c1ccccc1OC,-1,5,1,3,5,-5,1,-3,-1
CC(=O)Nc1nonc1-c1nc2ccccc2n1Cc1ccccc1,-4,6,-4,-5,-3,10,-6,-1,-4
COC(=O)c1ccccc1NC(=O)N1CCN(c2ccccc2)CC1,1,8,0,4,4,-13,1,0,-3
COc1ccc(C(=O)CSc2cc(C)nc(SCC(=O)c3ccc(C)cc3)n2)cc1,3,-7,-13,3,6,13,0,1,1
Cc1cc(C(F)F)n2nc(C(=O)Nc3ccc(S(=O)(=O)N4CCCC4)cc3)nc2n1,5,-2,2,6,10,4,2,3,0
COc1cc2cc(CCOC(=O)c3ccc(F)cc3)oc(=O)c2cc1OC,0,2,3,7,4,2,nt,2,-2
COc1cccc(C(=O)N2CCN(Cc3ccco3)CC2)c1OC,1,7,-3,-5,1,7,-2,-6,-8
CCOc1ccc(NC(=O)Cc2ccc(NC3=NC4CS(=O)(=O)CC4S3)cc2)cc1 (configuration not stated),-2,3,-5,2,-8,0,-4,3,5
CC(C)(C)n1nnnc1C(c1cccc(C#N)c1)N1CCN2CCCC2C1 (configuration not stated),0,8,-2,-3,-5,3,1,5,0
CCCC[C@@H]1C=C(C(=O)O)[C@H](c2ccc(Cl)cc2)N1S(=O)(=O)c1ccc(C)cc1,nt,-1,9,nt,nt,5,nt,-2,28*
CC1CCc2c(sc(NC(=O)c3ccccc3C(=O)O)c2C#N)C1 (configuration not stated),2,1,-2,-3,-1,2,-6,-5,-1
COCCN(CC(=O)Nc1ccccc1)S(=O)(=O)c1ccc(S(=O)(=O)N2CCCC2)cc1,0,-3,3,-2,-4,4,-3,-5,0
CCc1ccc[n+](-c2[nH]c(=O)sc2/C=N/N=C(\[O-])CCn2c3ccccc3c3ccccc32)c1,0,10,8,4,4,1,7,-5,2
CS(=O)(=O)N(Cc1ccco1)CC(O)Cn1cc(C=O)c2ccccc21 (configuration not stated),4,2,0,8,10,6,-3,-1,1
CCc1ccc(Oc2nc([N+](=O)[O-])nn2C)cc1,1,-1,-3,3,-3,-4,9,1,-4
O=S(=O)(Nc1ncnc2sc3c(c12)CCC3)c1ccc2ccccc2c1,2,17,12,5,8,0,-29,-1,4
CCOC(=O)CSc1ccc2ccccc2n1,1,4,7,3,0,8,-1,-4,-2
COc1ccc(C2C(C#N)=C(N)Oc3cc(O)ccc32)cc1Cl (configuration not stated),-6,3,2,-5,0,2,-2,-1,2
Cc1cc(N2CCN(CC(O)C(F)(F)F)CC2)c2ccccc2n1 (configuration not stated),0,1,-8,-1,5,5,-6,-2,4
COc1ccc(C(=O)Nc2ccccc2C(=O)NCc2cccnc2)cc1,-1,2,3,1,3,5,-3,0,3
CCOc1ccc(NC(=O)CSc2nnc(C)n2CCCOC)cc1,-1,1,4,-5,-1,-1,1,8,-2
CS(=O)(=O)N1CCC(C(=O)c2cccc(Cl)c2)CC1,1,-1,2,7,6,3,8,2,6
CCn1c(=O)n(CC)c2cc(N3CCCC3)c(NC(=O)c3cc(Br)ccc3OC)cc21,-1,-2,nt,-6,6,nt,7,1,nt
COc1ccc(C2/C=C\CN3CCC[C@H]3C(=O)N2Cc2ccc(F)cc2)cc1 (some centres not stated),nt,14,0,nt,nt,6,nt,1,4
CC(C)NC(=O)N(C)C[C@H]1Oc2ccc(NS(=O)(=O)c3cn(C)cn3)cc2C(=O)N([C@H](C)CO)C[C@@H]1C,nt,0,4,nt,nt,9,nt,1,0
CC(=O)c1ccccc1-c1csc2ncnc(Sc3nnnn3C)c12,-1,3,3,1,7,-1,nt,1,7
C=CCN(c1ccccc1OC)S(=O)(=O)c1cccc(C(=O)OCC(=O)N2CC(C)OC(C)C2)c1 (configuration not stated),nt,2,5,nt,nt,-1,nt,0,-2
Cc1[nH]nc(N=CC2=C(O)CC(c3ccco3)CC2=O)c1-c1ccccc1 (configuration not stated),-2,1,11&-3,2,4,10&0,4,-6,9&3
O=C(c1nn2cccnc2c1Cl)N1CCN(c2ccccc2)CC1,0,-6,3,-1,-7,-1,-5,0,-2
COc1ccc(Br)cc1CNC(=O)C1CCC(=O)N1C(C)C (configuration not stated),3,5,-9,7,6,5,3,-3,5
CCCCCn1c(SCCOCC)nc2c1c(=O)[nH]c(=O)n2C,-6,-5,-1,-2,1,7,-2,2,5
CCCCC(=O)N(Cc1ccc(-c2ccccc2-c2nn[nH]n2)cc1)[C@H](C(=O)O)C(C)C,-2,-4,nt,5,0,nt,-3,-4,nt
S=C(NCCN1CCOCC1)Nc1ccccc1Cl,-3,1,-2,-1,1,2,1,-5,5
Cc1cc(C)cc(NC(=S)NC2CC3CCCC(C2)N3CC(C)C)c1 (configuration not stated),-3,-2,4,1,-1,10,0,4,7
COc1ccc(CSc2nncn2N)cc1Br,-2,-3,-3,-1,-6,4,5,-6,-1

# Complete entries, looked up by structure. Screens in order: LYPLA1 counter | pPAFAH FP inh | PAFAH2 inh | LYPLA2 inh | PME-1 inh | PAFAH1B3 FP inh | GSTO1 inh | PAD4 FP inh | PAFAH1B2 FP inh
# `COc1ccc(Br)cc1CNC(=O)C1CCC(=O)N1C(C)C` (configuration not stated) across the screens: 3 | 5 | -9 | 7 | 6 | 5 | 3 | -3 | 5
# `Cc1cc(C)cc(NC(=S)NC2CC3CCCC(C2)N3CC(C)C)c1` (configuration not stated) across the screens: -3 | -2 | 4 | 1 | -1 | 10 | 0 | 4 | 7

# (more compounds)
SMILES,LYPLA1 counter,pPAFAH FP inh,PAFAH2 inh,LYPLA2 inh,PME-1 inh,PAFAH1B3 FP inh,GSTO1 inh,PAD4 FP inh,PAFAH1B2 FP inh
CCOc1ccc(S(=O)(=O)N(C)c2ccc(OCC(=O)Nc3nc4ccccc4s3)cc2)cc1,-26,-4,-26,-36,-15,-10,0,4,-10
Nc1nc(COc2ccc(F)cc2)nc(N2CCCCC2)n1,-2,-7,0,-3,2,7,0,-4,-1
CSc1ccccc1NC(=O)CN(C)Cc1c(O)ccc2ccccc12,0,4,-8,-6,2,1,-1,-3,10
Cc1cc(NC(=O)c2cc3n(n2)C(C(F)(F)F)CC(c2ccco2)N3)no1 (configuration not stated),2,4,3,-2,-4,-2,7,1,-4
CC(C)[C@H](NC(=O)C1CCN(S(=O)(=O)c2ccccc2)CC1)C(=O)NCc1ccco1,2,5,-1,0,2,0,-3,3,4
Cc1ccc(NS(=O)(=O)c2ccc(NC(=O)c3cccs3)cc2)cc1,-20,12,-17,-21,-9,4,-11,1,0
COc1ccccc1NC(=O)CN1CCN(CC(=O)Nc2cc(NC(C)=O)ccc2OC)CC1,-2,4,1,-3,4,5,5,-2,4
CCOc1ccccc1OCC(=O)Nc1nnc(COC)s1,4,4,9,4,0,7,-3,0,5
CCSc1nc2ccc(N3C(=O)C4C5C=CC(C5)C4C3=O)cc2s1 (configuration not stated),-3,-2,2,-4,-5,6,2,11,3
CCOc1ccccc1C(=O)NCC(=O)NNC(=O)c1cccs1,nt,2,-2,nt,nt,4,nt,1,-1

# Six compounds from above, arranged by their value in PAFAH1B3 FP inh, lowest first.
SMILES,PAFAH1B3 FP inh
CCOc1ccc(S(=O)(=O)N(C)c2ccc(OCC(=O)Nc3nc4ccccc4s3)cc2)cc1,-10
CC(C)[C@H](NC(=O)C1CCN(S(=O)(=O)c2ccccc2)CC1)C(=O)NCc1ccco1,0
CSc1ccccc1NC(=O)CN(C)Cc1c(O)ccc2ccccc12,1
CCOc1ccccc1C(=O)NCC(=O)NNC(=O)c1cccs1,4
COc1ccccc1NC(=O)CN1CCN(CC(=O)Nc2cc(NC(C)=O)ccc2OC)CC1,5
Nc1nc(COc2ccc(F)cc2)nc(N2CCCCC2)n1,7

# Not all compounds are listed, so the mix of outcomes need not match the whole.
